High-throughput results: PubChem, several laboratories
PKA-R2B activ – activators of human PKA-R2B complex. P22694+P31323. activation, % at 11.4 µM. 340,000 tested, 0.079% active. PKA-R2B holoenzyme dissociation, Cy5-IP20 fluorescence polarization; R2B truncated from residue 108, S112A mutant; 0% DMSO only, 100% 113 µM cGMP;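 active means activation above a cutoff set at the mean over all compounds plus 3 SD, cut at about 18% in these data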;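 further: higher means more holoenzyme dissociation and a rise in polarization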
PvdQ inh – blocks Pseudomonas aeruginosa PvdQ acylase activity; purified PvdQ acylase, fluorescence plate reader; inhibition, % at 10 µM; 340,000 tested, 0.063% active; in the data active means inhibition above about 30%, passing the limit was not always enough;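 further: 0% = vehicle neutral wells and 100% = reference inhibitor wells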
LANA DNA inh – inhibitors of KSHV LANA C-terminal domain DNA binding. MBP-C-LANA/FAM-LBS DNA binding, fluorescence polarization. inhibition, % at 9 µM. 340,000 tested, 0.078% active. AID 504423;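 active means highest replicate inhibition at or above 60% at 9 µM, even if other replicates fall short; inactive means all replicates below 60% inhibition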;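 further: 0% = neutral control wells and 100% = 4 µM acridine orange control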
NSD2 inh – inhibitors of human histone methyltransferase NSD2 | NSD2 peptide methylation, AlphaScreen, 120 min | inhibition, % at 12.5 µM | 310,000 tested, 0.54% active | O96028; in the data active means inhibition above about 50%
Target sequence (O96028 whole entry, looked up): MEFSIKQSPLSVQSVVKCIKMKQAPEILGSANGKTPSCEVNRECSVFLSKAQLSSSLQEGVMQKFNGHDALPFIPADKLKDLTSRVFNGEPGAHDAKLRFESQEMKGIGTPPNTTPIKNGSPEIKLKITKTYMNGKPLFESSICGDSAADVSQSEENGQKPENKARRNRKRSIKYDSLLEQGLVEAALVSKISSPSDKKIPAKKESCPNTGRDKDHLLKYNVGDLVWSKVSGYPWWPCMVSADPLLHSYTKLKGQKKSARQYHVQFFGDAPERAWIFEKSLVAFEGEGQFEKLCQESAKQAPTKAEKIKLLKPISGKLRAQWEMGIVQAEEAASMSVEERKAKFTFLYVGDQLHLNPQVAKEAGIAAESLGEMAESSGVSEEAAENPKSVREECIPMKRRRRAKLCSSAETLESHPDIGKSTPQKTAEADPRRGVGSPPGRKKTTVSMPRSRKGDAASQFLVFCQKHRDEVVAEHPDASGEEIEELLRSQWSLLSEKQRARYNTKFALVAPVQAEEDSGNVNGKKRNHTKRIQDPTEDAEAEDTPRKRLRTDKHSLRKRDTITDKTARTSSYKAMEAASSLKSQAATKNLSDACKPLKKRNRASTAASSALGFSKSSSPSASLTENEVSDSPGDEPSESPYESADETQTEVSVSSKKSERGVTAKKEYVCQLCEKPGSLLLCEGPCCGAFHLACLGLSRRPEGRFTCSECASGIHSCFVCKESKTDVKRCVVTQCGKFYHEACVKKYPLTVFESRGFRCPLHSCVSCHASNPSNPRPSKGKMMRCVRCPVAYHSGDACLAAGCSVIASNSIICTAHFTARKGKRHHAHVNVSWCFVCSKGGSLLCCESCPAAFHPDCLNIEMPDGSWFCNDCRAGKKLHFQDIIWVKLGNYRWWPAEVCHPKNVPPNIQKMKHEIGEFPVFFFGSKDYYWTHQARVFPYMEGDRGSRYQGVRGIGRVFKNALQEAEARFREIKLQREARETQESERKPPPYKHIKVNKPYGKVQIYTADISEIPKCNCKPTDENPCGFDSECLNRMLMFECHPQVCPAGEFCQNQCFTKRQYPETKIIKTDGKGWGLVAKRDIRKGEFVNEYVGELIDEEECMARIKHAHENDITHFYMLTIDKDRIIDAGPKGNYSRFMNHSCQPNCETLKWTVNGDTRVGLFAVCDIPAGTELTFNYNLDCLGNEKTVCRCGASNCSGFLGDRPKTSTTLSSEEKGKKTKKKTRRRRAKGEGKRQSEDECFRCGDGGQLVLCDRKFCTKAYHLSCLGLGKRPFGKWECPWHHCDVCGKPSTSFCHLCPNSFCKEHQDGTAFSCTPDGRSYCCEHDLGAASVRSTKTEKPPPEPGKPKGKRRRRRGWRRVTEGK
SR-BI DiI-HDL act – SR-BI HDL lipid transfer activation. AID 504775. 320,000 tested, 0.096% active. activation, % at 12.5 µM. CHO ldlA[mSR-BI] cells, DiI-HDL uptake fluorescence, 3 h; 100 = double the neutral-control signal;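 active means mean replicate activation of at least 60% and every replicate at or above 60%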;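 further: 0% = median plate neutral-control signal and 100% = twice that signal; values of inactives mirror those of a sister screen read the other way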
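System: LDL receptor-deficient CHO ldlA cells overexpressing murine SR-BI | Timing: 3 h uptake period with compound, 37 °C | Medium: HEPES-buffered (25 mM, pH 7.4) F12 plus 0.5% BSA | Dosing: Single-point compound dose | Signal: Bottom-read fluorescence, 550/595 nm | Read-out: Retained DiI signal reflecting DiI-HDL uptake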
SR-BI HDL uptake – blocks mouse SR-BI lipid uptake from DiI-HDL. inhibition, % at 12.5 µM. 320,000 tested, 0.96% active. Q61009. AID 488896. ldlA[mSR-BI] CHO cells, DiI-HDL uptake fluorescence, 3 h;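 active means mean replicate inhibition of at least 70% and a set share of replicates each scoring 70 or more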;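 further: 0% = median of neutral control wells and 100% = median of positive control wells; values of inactives mirror those of a sister screen read the other way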
Cardiac RTF inh – cardiac RTF calcium desensitization; P19429+P45379; IANBD-labeled cardiac RTF, Ca2+ fluorescence; inhibition, % at 7.15 µM; 340,000 tested, 0.12% active; AID 493244;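 active means inhibition above the mean inhibition of all tested compounds plus 3 SD, cut at about 17% in these data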;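 further: assay run at fixed EC70 calcium of 1.6 mM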
Keap1 Nrf2 FP – inhibitors of human Keap1-Nrf2 protein-protein interaction. AID 504523. Q14145. 340,000 tested, 0.15% active. Keap1 Kelch-Nrf2 peptide fluorescence polarization, 1536-well. inhibition, % at 9.4 µM; in the data active means inhibition above about 12%;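 further: human Keap1 Kelch domain with fluorescein labeled Nrf2 9mer peptide probe; 0% = neutral control wells and 100% = peptide positive control; higher means more block of Keap1 binding to Nrf2 peptide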
DAGLB inhibitor – diacylglycerol lipase beta (human) inhibition; HEK293T DAGLB membrane lysate, EnzChek fluorogenic substrate; Q8NCG7; 340,000 tested, 0.059% active; inhibition, % at 5.17 µM; in the data active means inhibition above about 34%;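 further: 0% = enzyme with vehicle and 100% = wells lacking enzyme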
Arr AP2 block – inhibitors of human beta-arrestin and AP2 interaction | FITC-arrestin peptide / GST-AP2 beads, flow cytometry; AP2 beta2 appendage carries R879A mutation | inhibition, % at 10 µM | 340,000 tested, 0.31% active | AID 504490;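 active means inhibition above a set limit, near 3 SD of compounds lacking own fluorescence, cut at about 54% in these data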;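 further: plate controls were DMSO wells for no effect and 5 µM unlabelled arrestin peptide for full effect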
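System: GST-AP2 R879A glutathione beads. Medium: PBS with 0.05% Tween 20 and 0.1% BSA. Also added: FITC-arrestin peptide, 50 nM. Incubation: 12 min plus 1 h, RT. Measured by: high-throughput flow cytometry of beads, ex 488, em 535 nm. Evaluation: percent drop in bead-associated FITC signal.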
Numbers without * were called inactive; / = no result given.

Below each SMILES – PKA-R2B activ	PvdQ inh	LANA DNA inh	NSD2 inh	SR-BI DiI-HDL act	SR-BI HDL uptake	Cardiac RTF inh	Keap1 Nrf2 FP	DAGLB inhibitor	Arr AP2 block
1. COCCN1Cc2cccc(C(=O)Nc3ccc(-c4nc5ccccc5[nH]4)cc3)c2C1=O
→ -5	9	1.0	0	-12	12	-15	-4	0	11
2. C=C1CCN([C@H](C(=O)OCc2cccc(C)c2)C(C)C)S(=O)(=O)c2ccccc21
→ -12	4	1.1	/	16	-16	-6	-3	-24	10
3. O=C(NCC1CCCO1)c1nn2c(C(F)(F)F)cc(-c3cccs3)nc2c1Cl (stereo not drawn)
→ 2	-1	-0.5	-1	15	-15	-7	-1	-6	14
4. C[C@H](NC(=O)[C@@H]1CSC2c3ccccc3C(=O)N21)C(=O)NC1CCCC1 (stereo partly drawn)
→ 6	1	-1.3	15	6	-6	-10	6	3	30
5. CCOC(=O)C1=C(C)NC(=S)N(C(C)=O)C1c1ccccc1 (stereo not drawn)
→ -8	-2	-1.3	/	-13	13	-1	3	1	4
6. Cc1ccccc1C(=O)Nc1cccc(NC(=O)c2ccccc2[N+](=O)[O-])c1
→ 6	10	2.1	-1	-47	47	4	6	-3	53
7. COc1ccc(N2CCN(c3oc(-c4ccco4)nc3C#N)CC2)cc1
→ -4	-5	-2.1	7	53	-53	-16	4	0	-8
8. C[C@H](NC(=O)c1ccc(C(C)(C)C)cc1)C(=O)N1CCC2(CC1)NCCc1[nH]cnc12
→ 4	-2	0.1	12	0	0	-1	6	1	25
9. COc1cccc(OC)c1C(=O)NN1CCCCC1
→ -5	-9	-1.7	-3	-8	8	-7	-3	-1	-10
10. COc1cc(OC)cc(-c2c(C#Cc3ccsc3)c3cc(-c4cc(OC)c(OC)c(OC)c4)ccc3n2C)c1
→ -1	-20	-1.1	/	-50	50	-10	1	-13	10
11. COC(=O)CC1C(=O)NCCN1C(=O)CSc1nc2ccc([N+](=O)[O-])cc2s1 (stereo not drawn)
→ 4	2	0.9	4	-14	14	-8	0	2	4
12. CCN(C(=O)CN1CCCCC1)C1(C)C(=O)c2ccccc2C1=O
→ 1	-8	-0.6	-2	1	-1	-12	-2	1	-1
13. Cc1ccn2c(C(=O)CSc3ccccc3Cl)c(C)nc2c1
→ 0	-7	2.9	0	-20	20	-5	-6	-4	-1
14. COc1cccc(N2CCN(C3CC(=O)N(c4ccc(Cl)cc4)C3=O)CC2)c1 (stereo not drawn)
→ -4	-10	-1.0	-1	-8	8	-23	-5	0	4
15. COC(=O)[C@H](CC(C)C)NC(=O)Nc1cccc(Br)c1
→ -6	-4	-0.7	0	17	-17	0	-4	-1	1
16. C/C(=N\OCc1ccc(C#N)cc1)c1ccccc1
→ -4	-19	1.3	-2	11	-11	-12	-1	-4	-5
17. FC(F)(F)c1cccc(Oc2ccc3c(C(F)(F)F)cc(C(F)(F)F)nc3n2)c1
→ -1	-7	0.3	0	-19	19	-3	-3	-12	1
18. CCN(CC)C(=O)C1CCCN(C(=S)Nc2cccc3ccccc23)C1 (stereo not drawn)
→ -6	-14	1.8	1	-10	10	-5	1	-4	-14
19. COc1ccc(N2C(=O)CCC(C(=O)N3CCCCC3)C2c2ccc(OC)c(OC)c2)cc1 (stereo not drawn)
→ 16	0	-1.3	-5	11	-11	-3	-1	-3	32
20. O=C(N=Nc1c(O)[nH]c2ccc([N+](=O)[O-])cc12)c1ccccc1[N+](=O)[O-]
→ -2	-3	0.2	10	/	/	-2	7	2	-4
21. CC1CCN(S(=O)(=O)c2cn(CC(=O)Nc3ccc(C#N)cc3)cn2)CC1
→ -5	-11	0.1	1	-1	1	-10	0	-2	-8
22. Cc1ccc(S(=O)(=O)N2CCOC2CNC(=O)C(=O)NCc2ccccn2)cc1 (stereo not drawn)
→ 5	-8	0.8	2	4	-4	5	2	-3	-1
23. Cc1cccc(Nc2nc(-c3ccc(O)cc3O)cs2)n1
→ -5	0	-0.5	2	-31	31	-6	-2	1	2
24. CC1Sc2ccc(S(=O)(=O)CCC(=O)Nc3ccccc3Cl)cc2NC1=O (stereo not drawn)
→ -4	-20	-1.2	-6	1	-1	-2	3	2	3
25. CC(CC(=O)NCC1CCCO1)c1ccccc1 (stereo not drawn)
→ -5	-1	-1.4	-7	20	-20	-26	-4	-1	8
26. COc1ccc(CN2CCNC(=O)C2CC(=O)NCc2cnn(C)c2)cc1OC (stereo not drawn)
→ -2	-6	-0.1	-2	19	-19	-5	0	0	2
27. Cc1ccccc1OCC(=O)NNC(=O)C1CC(=O)N(c2ccc3c(c2)OCCO3)C1 (stereo not drawn)
→ -8	0	-1.0	1	11	-11	-4	-3	-1	21
28. Cc1ccc(S(=O)(=O)N2CCN(C(=O)c3ccccc3)CC2)c(C)c1NS(C)(=O)=O
→ -5	-9	-1.9	-7	7	-7	-10	-3	0	0
29. CC(C)Cn1c(SCC(=O)N2CCCCC2)nc2ccccc2c1=O
→ -5	-6	1.8	-7	-1	1	-17	-1	0	-7
30. O=C(Nc1nnc(-c2ccc(Cl)s2)o1)C1CCCCC1
→ -15	-19	0.4	/	7	-7	-5	1	-2	-11
31. Nc1nc(COC(=O)CCC(=O)c2ccc(Cl)cc2)nc(Nc2ccccc2)n1
→ -9	-2	2.6	-1	-5	5	-5	-7	0	23
32. N#Cc1cc(C(=O)c2ccccc2OCC(=O)Nc2ccccc2)cn(C2CCCCC2)c1=O
→ -14	4	-0.8	-2	-13	13	5	0	0	108*
33. Cc1ccccc1NC(=O)NCc1ccccn1
→ -9	-7	4.5	-3	26	-26	-3	1	0	-3
34. CC(=O)c1ccc(Oc2cc(C)nc(NCc3ccccc3)n2)cc1
→ -5	-2	0.8	0	-25	25	0	2	-2	25
35. CCCCn1c(-c2cccc3ccccc23)nc2cc3[nH]c(=O)c(C(C)C)nc3cc21
→ 0	-7	2.2	/	-19	19	-3	-3	-2	3
36. CCN(CC)S(=O)(=O)c1ccc(C(=O)N2CCN(C(=O)c3ccco3)CC2)cc1
→ -4	-8	-0.1	0	43	-43	-2	-1	0	-2
37. CCOC(=O)c1ccc(NC(=S)NCCCN2CCCCC2)cc1
→ 11	-8	0.2	2	18	-18	-11	1	-1	-12
38. C=C1C(=O)OC2C1CCC(C)=C1C(=O)C3OC3(C)C12 (stereo not drawn)
→ 6	-11	1.0	/	-61	61	-10	-180	-9	-1
39. O=C(Nc1ccccc1Cl)OC1CCCCC1
→ 2	-10	-1.5	0	15	-15	-9	2	-8	13
40. CS(=O)(=O)c1cccc(C(=O)NCc2ccccc2)c1
→ -1	3	0.9	0	16	-16	-1	-3	2	20
41. Cc1csc(N2CCc3ccccc32)n1
→ -10	-15	0.6	-5	21	-21	-1	-5	-1	-5
42. N#CC(=C=[N-])C1=C(C#N)C(c2ccccc2F)C([n+]2ccccc2)C(O)(C2CC2)N1 (stereo not drawn)
→ -12	-7	2.0	-1	26	-26	-12	4	8	10
43. COC(=O)c1cn(Cc2cccc(C)c2)nn1
→ 1	2	0.7	-3	16	-16	-6	1	1	30
44. CCOC(=O)N1CCN(S(=O)(=O)c2ccc(C(=O)Nc3nc4ccccc4s3)cc2)CC1
→ -6	-4	-0.3	-1	-23	23	-2	-3	2	-2
45. COc1ccc(-c2nc3ccc([N+](=O)[O-])cc3[nH]2)cc1
→ 0	6	0.4	-3	-27	27	5	0	1	6
46. O=C(NCCOc1nc(N2CCCCC2)nc(N2CCOCC2)n1)Nc1ccccc1
→ -6	-4	2.1	-7	-12	12	-6	0	-4	-6
47. Cc1cc(C)c(C)c(S(=O)(=O)N2CCC(C(=O)NCCCN3CCOCC3)CC2)c1C
→ -1	-4	1.8	-2	-28	28	6	-7	1	-4
48. CC(=O)Nc1ccc(S(=O)(=O)NCCSCc2ccc(Cl)cc2Cl)cc1
→ -8	-17	-0.9	50*	12	-12	-10	-4	0	-6
49. COc1cc(C(=O)NCC(=O)N/N=C/c2c(C)[nH]c3ccccc23)cc(OC)c1OC
→ -13	-7	0.7	-1	-20	20	-3	1	2	-2
50. O=C(CCn1ccnc1)Nc1ccc2ccccc2c1
→ -3	-5	1.4	3	17	-17	6	-1	1	-6
51. CCc1c(O)nc(SCC(=O)Nc2nc3ccccc3s2)n(-c2ccccc2)c1=O
→ 1	10	0.6	8	10	-10	4	3	4	31
52. Cc1ccc(CN(C(=O)c2c(F)cccc2F)C2CC(C)(C)NC(C)(C)C2)o1
→ -1	-5	-2.1	-1	-9	9	-9	0	0	9
53. Cc1ccc(CNC(=O)c2nnn(CC(=O)Nc3cc(C)cc(C)c3)c2N)cc1
→ 4	-12	-0.2	-2	-6	6	-1	4	4	-7
54. Cc1nc(NCc2ccco2)c(C#N)c2c1COC(C)(C)C2
→ -10	-3	-0.8	-2	-30	43	7	2	2	3
55. Cc1ccc(OCC(=O)Nc2ccc(S(=O)(=O)N3CCOCC3)cc2)c(Br)c1
→ 6	5	/	-1	-25	25	-4	5	-11	0

Two neighbouring entries from above:
Below each SMILES – PKA-R2B activ	PvdQ inh	LANA DNA inh	NSD2 inh	SR-BI DiI-HDL act	SR-BI HDL uptake	Cardiac RTF inh	Keap1 Nrf2 FP	DAGLB inhibitor	Arr AP2 block
1. COCCN1Cc2cccc(C(=O)Nc3ccc(-c4nc5ccccc5[nH]4)cc3)c2C1=O
→ -5	9	1.0	0	-12	12	-15	-4	0	11
2. C=C1CCN([C@H](C(=O)OCc2cccc(C)c2)C(C)C)S(=O)(=O)c2ccccc21
→ -12	4	1.1	/	16	-16	-6	-3	-24	10
